PKA inh: inhibitors of human PKA kinase activity, primary screen, biochemical, ATP-depletion luminescence, Kemptide substrate. AID 524, 2006. inhibition, % at 6 µM. cAMP-dependent protein kinase catalytic subunit alpha (Homo sapiens), P17612. hit rate 0.1% among 65,000. PKA Kemptide phosphorylation, Kinase-Glo ATP luminescence;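 active means inhibition above the screen-wide mean inhibition plus 3 SD, cut at about 21% in these data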; further: many of its hits are not listed in these tables
ROCK2 blocker: inhibitors of human ROCK2 kinase, primary screen, biochemical, high-throughput, luminescence | hit rate 0.35% among 60,000 | AID 604, 2007 | Rho-associated protein kinase 2 (Homo sapiens), O75116 | inhibition, % at 6 µM | purified ROCK2, Kinase-Glo ATP depletion luminescence;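 active means inhibition above the screen-wide mean inhibition plus 3 SD, cut at about 18% in these data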;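 further: plate controls were DMSO wells for no effect and Y-27632 control wells after no-enzyme background subtraction for full effect; many of its hits are not listed in these tables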
FXIa mix inh: FXIa protease inhibitors in compound pools, primary screen, biochemical, 10-compound mixtures | Coagulation factor XI (Homo sapiens), P03951 | purified FXIa, fluorogenic substrate, pooled mixtures | inhibition, % at 5 µM | hit rate 0.19% among 62,000;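 further: each value is inhibition by a whole ten-compound pool holding the compound; 0% = enzyme with no mixture and 100% = wells lacking enzyme; strong numbers were not always called active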
JNK3 blocker: JNK3 kinase activity inhibitors, primary screen, biochemical, human, purified enzyme | Mitogen-activated protein kinase 10 (Homo sapiens), P53779 | HTS | inhibition, % at 8 µM | hit rate 0.61% among 60,000; in the data active means inhibition above about 17%;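 further: 0% = DMSO and 100% = reference inhibitor; many of its hits are not listed in these tables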
CatL block: inhibitors of human cathepsin L, biochemical; Procathepsin L (Homo sapiens), P07711; purified cathepsin L, fluorogenic substrate, fluorescence; inhibition, %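 (tested at 10 µM)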; hit rate 0.17% among 58,000; in the data active means inhibition above about 45%;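 further: 0% = enzyme with no compound and 100% = no enzyme blank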
Cathepsin G inh: human cathepsin G inhibitors, primary screen, biochemical, pooled compound mixtures, AMC fluorescence | hit rate 0.2% among 62,000 | inhibition, % at 5 µM (by protocol) | purified enzyme, AMC-tetrapeptide fluorescence;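 active means inhibition above 20% in each of the two mixture wells holding the compound; inactive means inhibition of 20% or less in either well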;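 further: 0% = enzyme control without mixture and 100% = blank lacking enzyme; strong numbers were not always called active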
CatS block: inhibitors of human cathepsin S, biochemical, compound mixtures; recombinant cathepsin S, AMC dipeptide fluorescence, pooled mixtures; inhibition, %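 (tested at 5 µM per compound within 10-compound mixtures)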; hit rate 0.06% among 62,000; AID 501, 2006; P25774; in the data active means inhibition above about 32%, passing the limit was not always enough; inconclusive means no clear call, values can overlap the other calls;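 further: 0% = enzyme without compound and 100% = blank without enzyme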
Target sequence (P25774 115-331 limits assumed): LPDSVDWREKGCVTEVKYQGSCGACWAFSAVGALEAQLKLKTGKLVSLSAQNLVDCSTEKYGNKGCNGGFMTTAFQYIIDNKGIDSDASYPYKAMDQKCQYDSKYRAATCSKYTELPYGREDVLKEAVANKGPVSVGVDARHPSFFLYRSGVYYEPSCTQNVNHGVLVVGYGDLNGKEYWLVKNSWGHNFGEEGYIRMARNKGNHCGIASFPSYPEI
C1s block: complement C1s protease inhibitors, primary screen, biochemical, 10-compound mixtures. purified C1s, fluorogenic AMC substrate, pooled mixtures. hit rate 0.16% among 62,000. Complement C1s subcomponent (Homo sapiens), P09871. mean inhibition % of two 10-compound mixtures (hits give high values), % at 5 µM (by protocol);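 active means inhibition above 20% in each of the two 10-compound mixture wells holding the compound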;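 further: 0% = enzyme wells lacking compound mixture and 100% = no-enzyme blank wells; some compounds called inactive have numbers as strong as hits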
FXIIa mix inh: human factor XIIa inhibitors, primary screen, biochemical, pooled compound mixtures, fluorogenic substrate | purified FXIIa | inhibition, % at 5 µM | hit rate 0.2% among 62,000 | AID 684, 2007;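 further: 0% = enzyme without compound and 100% = no enzyme blank; some results filed as inactive read as strong as hits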
Target sequence (P00748 20-372 limits assumed): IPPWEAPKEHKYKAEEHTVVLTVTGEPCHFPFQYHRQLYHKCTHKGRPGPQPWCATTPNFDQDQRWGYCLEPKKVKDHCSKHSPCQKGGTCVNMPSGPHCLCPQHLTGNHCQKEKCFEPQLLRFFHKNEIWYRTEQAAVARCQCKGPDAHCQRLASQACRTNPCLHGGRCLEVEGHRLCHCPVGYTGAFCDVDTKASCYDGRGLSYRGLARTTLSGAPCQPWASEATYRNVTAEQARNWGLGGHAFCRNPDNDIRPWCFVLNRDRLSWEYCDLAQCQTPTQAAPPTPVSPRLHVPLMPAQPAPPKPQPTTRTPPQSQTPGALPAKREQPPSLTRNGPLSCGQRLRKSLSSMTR
Target sequence (P00748 373-615 limits assumed): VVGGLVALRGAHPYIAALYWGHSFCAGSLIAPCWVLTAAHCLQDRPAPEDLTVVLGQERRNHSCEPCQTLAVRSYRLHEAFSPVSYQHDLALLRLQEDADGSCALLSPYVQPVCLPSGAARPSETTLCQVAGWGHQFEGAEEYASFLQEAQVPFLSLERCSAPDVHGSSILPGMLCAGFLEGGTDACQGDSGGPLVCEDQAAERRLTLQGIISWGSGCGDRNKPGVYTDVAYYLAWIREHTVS
* hit, by the source's call; ? = inconclusive; . = no result given. Unless noted, no stated cut-off is given here; in the data, active means inhibition above about 20% (passing the limit was not always enough); inactive means the rest.

Each structure is followed by: PKA inh, ROCK2 blocker, FXIa mix inh, JNK3 blocker, CatL block, Cathepsin G inh, CatS block, C1s block, FXIIa mix inh
CCOC(=O)c1c(-c2ccsc2)csc1N
  7, 4, 4, 10, -10, 0, -5, -1, 9
O=C(O)C1C2C=CC3(CN(Cc4ccncc4)C(=O)C13)O2 (centres undefined)
  5, 1, 14, 0, 22, 2, 8, -2, 6
CN1C(=O)CC(N2CCC(c3nc4ccccc4s3)CC2)C1=O (centres undefined)
  8, 2, 3, 4, 31, 10, 3, 11, 1
CCCCCOc1ccc(CN2CCOCC2)cc1Cl
  8, 4, -10, -1, 4, 1, -10, -94, -3
C=CCc1ccc(OCCOCCNCCOC)c(OC)c1
  9, 4, 0, 12, ., 1, 8, -1, 0
CC(=O)Nc1cc(NC(C)=O)c(CC(C)C)s1
  6, 0, 5, 6, -8, -1, -3, 3, 1
O=C(COc1ccc(S(=O)(=O)N2CCCC2)cc1Cl)NCc1ccc2c(c1)OCO2
  -6, 2, 8, -11, 7, 3, 12, 1, -21
Cn1c(CN2CCCCC2)nc2cc(NC(=O)c3cccs3)ccc21
  -2, -7, 11, 5, 18, 0, 17, 13, 2
Cc1nc(N)sc1-c1nnc(SCC(=O)Nc2nccs2)n1C
  7, 0, 4, -6, ., 0, 1, 0, 9
CCCCNC(=O)c1ccc2c(c1)ncn2C1CCCCC1
  11, 8, 7, -4, 1, 9, -8, -1, 2
CCNC(=O)c1c(N)sc2c1CCCCC2
  -2, 0, -9, -9, ., 3, -3, -49, 4
CCCS(=O)(=O)N1CCC(C(=O)N2CCCC2)CC1
  9, 7, 1, 2, 0, 1, -6, -49, -14
COC(=O)c1ccccc1NC(=O)c1cc(C2CC2)on1
  6, 2, 0, 4, -3, 10, 0, 6, 1
CCc1oc2ccccc2c1C(=O)c1cc(Br)c(O)c(Br)c1
  -3, 5, 16, 3, -2, 4, 7, 6, 3
Cn1nnnc1SCC(=O)NCc1cccc(C(=O)O)c1
  -4, -9, 4, 0, 20, 2, 9, 6, 4

3 entries from above, as labelled records.
> C=CCc1ccc(OCCOCCNCCOC)c(OC)c1
  PKA inh: 9; ROCK2 blocker: 4; FXIa mix inh: 0; JNK3 blocker: 12; CatL block: .; Cathepsin G inh: 1; CatS block: 8; C1s block: -1; FXIIa mix inh: 0

> CC(=O)Nc1cc(NC(C)=O)c(CC(C)C)s1
  PKA inh: 6; ROCK2 blocker: 0; FXIa mix inh: 5; JNK3 blocker: 6; CatL block: -8; Cathepsin G inh: -1; CatS block: -3; C1s block: 3; FXIIa mix inh: 1

> O=C(COc1ccc(S(=O)(=O)N2CCCC2)cc1Cl)NCc1ccc2c(c1)OCO2
  PKA inh: -6; ROCK2 blocker: 2; FXIa mix inh: 8; JNK3 blocker: -11; CatL block: 7; Cathepsin G inh: 3; CatS block: 12; C1s block: 1; FXIIa mix inh: -21

Following part.
Each structure is followed by: PKA inh, ROCK2 blocker, FXIa mix inh, JNK3 blocker, CatL block, Cathepsin G inh, CatS block, C1s block, FXIIa mix inh
Cc1ccc(-c2cc(C(F)(F)F)c(C#N)c(SCCC#N)n2)o1
  9, 9, -20, -3, -13, -5, -2, -48, -2
CC(C)N(C(=O)C1CC(=O)OC12CCCCC2)C(C)C (centres undefined)
  ., ., 8, ., ., 11, -8, 13, -4
O=C(Cn1c(=O)sc2ccccc21)Nc1ccccc1C(=O)O
  -5, ., 10, ., -9, 2, -5, 1, -5
CCOc1ccc(-n2nnnc2SCC(=O)c2ccccc2)cc1
  -1, -2, 3, -2, 5, -2, 3, -4, 7
CCOC(=O)c1ccccc1NS(=O)(=O)c1ccccc1
  3, 6, 5, 2, 3, 11, 9, 8, 3
CCOC(=O)c1cc2occc2n1CC(=O)N1CCOCC1
  2, -3, 7, 0, -4, 8, -2, 14, 0
CCOC(=O)C(NCc1ccc2c(c1)OCO2)(NC(=O)CC)C(F)(F)F (centres undefined)
  0, 2, 4, 2, 12, -4, 9, -14, 2
CN(C)C(=S)c1ccc2ccccc2n1
  ., ., 6, ., ., 17, 13, -17, -1
COC(=O)C(c1cc(OC)c(O)c(OC)c1)(N1CCNC(C)C1)C(F)(F)F (centres undefined)
  -5, -6, -24, -5, 1, 0, -19, 0, -20
CCN(CCCNC(=O)CN(C)S(=O)(=O)c1cccc2nsnc12)c1cccc(C)c1
  1, 0, 7, -10, -1, 8, 2, 10, 9
CN(Cc1cccs1)CC(O)COCc1ccco1 (centres undefined)
  0, -1, -8, 5, -3, -11, -21, -59, -1
Cc1cc(=O)oc2cc(OCC(=O)NCCCN3CCOCC3)ccc12
  8, 5, 4, 0, ., 9, 7, -3, 0
O=C(NCCOCCOCCNC(=O)c1cccnc1)c1cccnc1
  3, 8, ., -1, -7, ., ., ., .
COc1ccc(CC(=O)NCc2nnc(SCCOc3ccccc3)n2C)cc1
  8, 4, 5, 0, 8, -4, 16, -5, -25
CCOC(=O)c1sc(NC(=O)c2noc3c2CCCC3)c(C(=O)OCC)c1C
  6, 3, 2, 0, -81, 10, -1, 11, 0

Single records (already shown). Order of values: PKA inh, ROCK2 blocker, FXIa mix inh, JNK3 blocker, CatL block, Cathepsin G inh, CatS block, C1s block, FXIIa mix inh
Entry for O=C(Cn1c(=O)sc2ccccc21)Nc1ccccc1C(=O)O : -5, ., 10, ., -9, 2, -5, 1, -5
Entry for Cc1ccc(-c2cc(C(F)(F)F)c(C#N)c(SCCC#N)n2)o1 : 9, 9, -20, -3, -13, -5, -2, -48, -2
Entry for COC(=O)C(c1cc(OC)c(O)c(OC)c1)(N1CCNC(C)C1)C(F)(F)F (centres undefined) : -5, -6, -24, -5, 1, 0, -19, 0, -20

Continuation:
Molecule	PKA inh	ROCK2 blocker	FXIa mix inh	JNK3 blocker	CatL block	Cathepsin G inh	CatS block	C1s block	FXIIa mix inh
OCCOc1ccc(C2=NCCO2)cc1	3	4	1	-6	.	8	0	6	3
Cc1c(C(=O)OCc2ccccc2)[nH]c2c1C(=O)CC(c1ccco1)C2 (centres undefined)	-6	3	-6	3	26	5	1	-22	11
O=C(CCN1C(=O)c2ccccc2C1=O)N1CCN(c2ccccn2)CC1	4	-2	2	1	.	-13	-3	-13	-5
CCOc1ccc(-n2c(SCC(N)=O)nc3c([nH]c4ccccc43)c2=O)cc1	5	1	0	-1	-4	2	-1	4	5
N#CC1=C2SCC(O)(c3ccccc3)N2C(=O)CC1c1cccs1 (centres undefined)	0	-7	-9	7	-11	-8	-14	-29	0
CN(C(=O)CN1CCC(NC(=O)C2CCCCC2)CC1)C1CCCCC1	10	4	1	-3	24	-3	3	-5	4
Cc1cccc2cc(CN(CCCO)C(=O)Nc3ccc(Cl)cc3)c(=O)[nH]c12	2	.	3	.	5	-3	-7	-38	-1
CCc1c(C)c2c(C)[nH]nc2oc1=O	6	4	42	-2	5	6	3	-55	2
CC/C(=N\O)c1ccc(OC)c(OC)c1	5	7	-4	3	1	2	-13	-65	2
Clc1ccccc1OCCn1ccnc1	8	8	0	3	.	-2	-7	3	1
O=C(NCc1ccco1)c1noc2c1CCCC2	3	-4	5	-4	-1	11	-4	18	1
O=C1c2ccccc2C(=O)N1CCCn1nnc(-c2ccc(N3CCOCC3)cc2)n1	-4	-2	2	0	4	8	-12	0	2
Cc1cc(=O)oc2cc(OCC(O)CN3CCN(c4ccc(F)cc4)CC3)ccc12 (centres undefined)	11	.	11	.	-12	2	-3	4	4
Cc1cc(NC(=O)COc2cccc(C)c2C)no1	5	-2	3	2	1	0	-10	-24	-5
O=C(NCc1ccc(Cl)cc1)c1cc(-c2cccs2)on1	9	10	7	-3	9	21	1	16	-8
COc1ccc2[nH]c(C(=O)O)c(CCC(=O)O)c2c1	7	6	3	0	-17	8	-1	6	11
O=C(Cn1c(=O)oc2cc(S(=O)(=O)N3CCCC3)ccc21)N1CCN(c2ccccn2)CC1	-4	-4	3	-3	12	5	-10	-2	6
COc1ccc(C(=O)c2oc3ccc(Br)cc3c2NC(C)=O)cc1	5	1	11	0	.	-2	1	-5	1
COCCNC(=O)C(c1ccco1)N(C(=O)Cn1nnc2ccccc21)c1cccc(C)c1C (centres undefined)	4	3	4	9	0	13	-3	8	8
OC(Cn1ccnc1)c1ccc(Cl)cc1Cl (centres undefined)	8	.	6	.	12	10	1	-7	5
CC(C)N=c1cc2n(-c3ccc(Cl)cc3)c3ccccc3nc-2cc1Nc1ccc(Cl)cc1	1	4	6	1	22	-10	14	-25	2
Cc1ccccc1CSCC(=O)NC(=O)NCc1ccco1	11	4	-1	4	-15	6	-9	-24	3
COc1ccc(C2C(C(C)=O)=C(O)C(=O)N2CCCn2ccnc2)cc1OC (centres undefined)	9	6	3	-3	-3	-7	-5	-37	5
O=C(NCCN1CCC(Cc2ccccc2)CC1)C1CCCN(S(=O)(=O)c2cnc[nH]2)C1 (centres undefined)	5	2	-6	-1	.	1	10	-21	8
O=C1C(Cl)=C(NCC2CCCO2)C(=O)N1C1CCCCC1 (centres undefined)	0	-2	4	-9	11	8	3	12	7
O=C(c1ccc(Cl)cc1)c1ccc(OCC(=O)N2CCOCC2)cc1	-8	-2	10	0	0	-1	1	-5	3
CCOC(=O)c1cnn2c(C(F)(F)F)cc(-c3ccco3)nc12	3	4	-1	3	-54	5	-4	-21	9
CC1CCN(c2oc(Cc3cccc4ccccc34)nc2C#N)CC1	5	3	1	-4	.	12	5	4	10
CN(C(=O)c1ccccn1)c1nnc(-c2cnccn2)s1	13	3	-3	1	-5	6	6	-4	-21
O=C(NCCc1ccccc1)C1CCN(S(=O)(=O)N2CCC3(CC2)OCCO3)CC1	2	3	8	-1	-2	3	-6	-1	6
COc1ccc(NC(=O)Cn2nc(C(F)(F)F)c3c2CCCC3)c(OC)c1	6	-1	0	8	0	6	-3	-1	5
CC(C)C(C(=O)Nc1nccs1)c1ccccc1 (centres undefined)	2	4	0	6	5	5	-4	-13	-3
CC1(C)CC(=O)N(CC(=O)NCc2ccccc2)c2ccccc2S1(=O)=O	-11	-4	6	-2	-10	3	?	0	8
O=C(Nc1ccc(Cl)cc1)N1CCSCC1	0	.	14	.	-3	5	-2	8	2
O=c1oc2cc(OCc3nn[nH]n3)ccc2c2c1CCCC2	6	2	4	2	-11	2	-4	-4	10
N#Cc1c(-c2ccccc2)cc(-c2ccco2)c(C#N)c1N	.	.	-4	.	.	-6	1	-38	6
CN1C(=O)N(C)C2(c3ccccc3)NC(=O)NC12c1ccccc1 (centres undefined)	5	0	6	3	-1	6	3	0	7

Assay outcomes as filed in PubChem BioAssay.
